Bioassay records (PubChem BioAssay)
NOD1 NF-kB reporter = inhibition of NOD1-driven NF-kB reporter – cell-based, luminescence, uHTS, primary screen (AID 1578); NOD1-driven NF-kB luciferase reporter cells, luminescence; higher % means a stronger effect; inhibition, % at 4 µM, or EC50 in µM where a hit was titrated; hit rate 1% among 290,000; in the data active = inhibition mostly above about 36%, no sharp cut-off; inactive = mostly below about 34%;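 also: HEK-293T reporter cells stimulated with the NOD1 agonist gamma-tri-DAP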
XIAP antagonists = small molecules displacing peptide from XIAP – biochemical, IAP family, fluorescence polarization (AID 1018) | displacement, % at 20 µM, or IC50 in µM where a hit was titrated | XIAP BIR domain, fluorescence polarization peptide displacement; higher % means a stronger effect | hit rate 0.007% among 200,000; in the data active = displacement above about 50%; also: a part of the inactive calls stands beside numbers as strong as those of hits
human PMI inhibition = MPI enzyme activity inhibition – biochemical, fluorescence intensity, coupled assay, primary screen (AID 1209). purified PMI enzyme, coupled fluorescence intensity; higher % means a stronger effect. hit rate 0.42% among 190,000. one-dose inhibition, % at 20 µM; IC50 in µM for titrated hits;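 also: plate controls were DMSO vehicle for no effect and wells lacking substrate for full effect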
KOR beta-arrestin-1 = kappa opioid receptor blockers – cell-based, luminescence, uHTS (AID 1778); hit rate 0.091% among 290,000; one-dose inhibition, % at 10 µM; IC50 in µM for titrated hits; KOR beta-arrestin recruitment, luminescence, antagonist mode; higher % means a stronger effect; also: strong numbers were not always called active
NOD2 inhibition = inhibition of NOD2-driven NF-kB reporter – cell-based, luminescence, uHTS, HEK293 (AID 1566) | HEK293 NOD2/NF-kB luciferase reporter, luminescence; higher % means a stronger effect | inhibition, % at 4 µM; hits with a dose series show EC50 in µM | hit rate 0.63% among 290,000; also: many of its hits are not listed in these tables
KOR beta-arrestin-2 = kappa opioid receptor activators – cell-based, luminescence, uHTS, primary screen (AID 1777). KOR beta-arrestin recruitment, luminescence; higher % means a stronger effect. one-dose activation, % at 10 µM; EC50 in µM for titrated hits. hit rate 0.02% among 280,000; in the data active = activation above about 50%, passing the limit was not always enough; also: a part of the inactive calls stands beside numbers as strong as those of hits
PMI inhibition = human PMI inhibitors, high substrate, primary screen, biochemical, fluorescence intensity, high mannose 6-phosphate (AID 1220) | recombinant PMI enzyme, coupled fluorescence intensity; higher % means a stronger effect | inhibition, % at 20 µM, or IC50 in µM where a hit was titrated | hit rate 0.66% among 190,000
LYP phosphatase = PTPN22 lymphoid phosphatase activity blockers – biochemical, fluorescence intensity, uHTS (AID 1779); inhibition, % at 11.5 µM, or IC50 in µM where a hit was titrated; recombinant LYP phosphatase, fluorescence intensity; higher % means a stronger effect; hit rate 0.054% among 290,000;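 also: plate controls were vehicle with enzyme for no effect and no enzyme for full effect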
TNAP activators = human TNAP enzyme activators, primary screen, biochemical, luminescent, no phosphate acceptor, uHTS (AID 1001). hit rate 0.03% among 200,000. purified TNAP, luminescent activation assay, no phosphate acceptor; higher activation fold means a stronger effect. activation fold at 20 µM, or EC50 in µM where a hit was titrated; in the data active = activation fold from about 3, or a potency from the dose series; inactive = the rest, 99 in 100 with activation fold below about 1.6; also: many of its hits are not listed in these tables
An asterisk follows results filed as active; nt = not tested or not shown; [ ] = remark or other dose. Rule as the data show it, unless noted: active = inhibition above about 50%; inactive = the rest. Only part of the results is shown (hit frequency here may not be typical).

Results follow in this order: NOD1 NF-kB reporter | XIAP antagonists | human PMI inhibition | KOR beta-arrestin-1 | NOD2 inhibition | KOR beta-arrestin-2 | PMI inhibition | LYP phosphatase | TNAP activators
CC(C)(C)c1[nH]nc2c1C(c1ccccc1OC(=O)N1CCOCC1)C(C#N)=C(N)O2 (stereo not given)
→ 6% | -5.1% | 9% | -44% | 0% | 4.3% | 14% | -7% | 1.1
Cc1nn(C)c(C)c1S(=O)(=O)N1CCCC(C(=O)NC2CCCCCC2)C1 (stereo not given)
→ -3% | -2.8% | 7% | 0% | 18% | -4.2% | 3% | -7% | 1.1
COc1ccccc1N1CCN(CC(O)COc2ccc(S(=O)(=O)N3CCOCC3)cc2)CC1 (stereo not given)
→ 9% | -0.4% | -9% | 9% | 10% | -3.0% | -4% | 1% | 1.1
COC(=O)c1cc2n(n1)CCN(Cc1cccc(OC)c1)C2=O
→ 24% | -11% | 0% | -36% | 8% | 4.4% | 8% | -8% | 1.1
Cc1cc(C)c(C(=O)CN2C(=O)NC3(CCCCC3)C2=O)cc1C
→ -50% | -3.4% | -7% | 20% | -18% | -1.8% | 3% | -3% | 1.1
Cc1cc(C)c(NC(=O)C2CCCO2)c(C)c1NC(=O)C1CCCO1 (stereo not given)
→ -3% | nt | nt | 1% | 10% | -2.9% | nt | -8% | nt
COc1cc(NS(=O)(=O)c2c(C)[nH]c(C)c2C(=O)N2CCCC2)cc(OC)c1OC
→ -27% | nt | nt | -12% | -7% | -3.2% | nt | -12% | nt
CC(C(=O)N1CCCCC1)N(C)CC(=O)Nc1ccc(Cl)cc1 (stereo not given)
→ -28% | -2.1% | -14% | 13% | 1% | -2.1% | -10% | -4% | 1.1
COC(CN(C)C(=O)c1ccc(CS(=O)(=O)c2ccccc2C)o1)OC
→ -14% | nt | nt | -11% | -8% | -3.6% | nt | -5% | nt
COc1ccc(Cl)cc1NC(=S)Nc1ccccc1C
→ -34% | -1.6% | -8% | -46%[20 µM] | 1% | -3.2% | -5% | -4% | 1
COc1ccc(OC(C)C(=O)N2CCc3ccccc3C2)cc1 (stereo not given)
→ -16% | 0.1% | 12% | 18% | 2% | -0.8% | 7% | -6% | 1.1
COc1ccc(-c2nc(-c3ccc(O)cc3O)cs2)cc1OC
→ -28% | -3.0% | 20% | -64%[20 µM] | -106% | nt | 8% | 1% | 1
CCC(Oc1ccccc1)C(=O)Nc1nc2c(s1)C(=O)CC(C)(C)C2 (stereo not given)
→ 4% | -0.9% | 11% | 10% | -2% | 3.3% | 0% | -1% | 1.1
CC(=O)c1cccc(NC(=O)Nc2cccs2)c1
→ nt | -2.7% | -21% | -14% | 10% | 3.7% | -34% | -8% | 1.1
Clc1cccc(-c2csc(Nc3cccnc3)n2)c1
→ -9% | nt | nt | 3% | -22% | -3.1% | nt | 0% | nt
COC(=O)c1ccc(OC(=O)c2ccc(OCc3c(C)noc3C)c(OC)c2)cc1
→ -10% | -1.2% | 1% | 14% | -1% | 18% | 3% | 3% | 1
CCN(CC)CCCNC(=S)N1CCN(c2nc(-c3ccccc3)cs2)CC1
→ -28% | nt | nt | -10% | 14% | -1.2% | nt | -7% | nt
CC(C)(C)NC(=O)Cn1c(=O)c(=O)n(Cc2ccccc2)c2ccc(Cl)cc21
→ -23% | 0.1% | -3% | -16% | 10% | 9.1% | -7% | -3% | 1.1
CCOC(=O)c1cc(C)nn1-c1nc(Cl)cc(OC)n1
→ -25% | 0.1% | 10% | -21% | 6% | -2.6% | 6% | -3% | 1
CC1CN(C(=O)CCC(=O)NCc2ccccc2)c2cc(Cl)ccc2O1 (stereo not given)
→ -4% | nt | nt | 9%[20 µM] | -20% | -1.2% | nt | -4% | nt
CN(C)CCOC(=O)NC12CC3CC(CC(C3)C1)C2
→ -12% | nt | nt | 3% | 18% | 2.1% | nt | -5% | nt
Cc1cc(NC(=O)Cn2cc(C(F)(F)F)cc(Cl)c2=O)no1
→ -13% | 2.1% | -4% | 36% | 9% | -1.2% | -16% | -8% | 1.1
COc1cc(C(=O)NC2CCN(CC(=O)NC3CCCCC3)CC2)cc(OC)c1OC
→ 18% | nt | nt | -14% | -20% | -1.6% | nt | -4% | nt
COc1ccc(/C=C(\NC(=O)c2ccccc2)C(=O)OC[C@@H]2CCC[N+]3(C)CCCCC23)cc1OC (stereo not given in full)
→ -20% | -0.2% | 7% | 42% | 14% | -4.2% | 2% | -5% | 1.1
CC(C)(C)c1ccc(C(=O)NCc2nnc(SCC(=O)NC3CCCC3)o2)cc1
→ 2% | nt | nt | 3% | 4% | 0.9% | nt | -6% | nt
NC(=O)COC(=O)CCCc1nc2ccccc2s1
→ 1% | 0.0% | -1% | 9% | -3% | -0.2% | -8% | -1% | 1.2
CCOC(=O)Nc1ccc(S(=O)(=O)NC2CCCCC2)cc1
→ 5% | -2.8% | 8% | 3% | 14% | -3.4% | 4% | -5% | 1.1
CCOC(=O)N1CCN(C(=O)c2cc(C)no2)CC1
→ -12% | -6.2% | -4% | -14% | -9% | -1.0% | 0% | -4% | 1.3
O=C(C[n+]1cccc(O)c1)NCc1ccc(Cl)cc1
→ -6% | nt | nt | -3% | 7% | -1.8% | nt | -8% | nt
O=S(=O)(c1cccc(-c2nnc3n2CCCCC3)c1)N1CCCC1
→ -31% | -2.2% | -2% | 3% | 3% | -8.1% | 3% | -4% | 1.1
CC(=O)Nc1ccc(N2C(=O)CC(Sc3nccc(C)n3)C2=O)cc1 (stereo not given)
→ 19% | nt | nt | -20%[20 µM] | 0% | -3.0% | nt | -2% | nt
CCCc1nn2c(=O)cc(CSCC(=O)Nc3ccc(F)cc3)nc2s1
→ -6% | nt | nt | -56% | 3% | -1.5% | nt | -14% | nt
CCc1ccc(C2CC(=O)NC(SCC(=O)OC(C)C)=C2C#N)cc1 (stereo not given)
→ -36% | -2.8% | 17% | -27% | -17% | 7.1% | 37% | -4% | 1.3
CC(=O)Nc1ccc(C2=NN(CC#N)C(=O)SC2)cc1
→ -5% | -3.2% | -8% | -4% | 7% | -1.1% | -9% | -9% | 1.1
O=[N+]([O-])c1cccnc1N/N=C/c1ccccc1O
→ -19% | -7.0% | 1% | -24% | -45% | -1.8% | 5% | -1% | 1.2
CCOC(=O)c1ccc(N/C=C2/CCCC(C)C2=O)cc1 (stereo not given)
→ -65% | -3.5% | 17% | -12% | -60% | -0.2% | 8% | 0% | 1
O=C(COc1ccc2ccc(=O)oc2c1)NCC(O)c1ccccc1 (stereo not given)
→ -14% | nt | nt | -15% | 6% | -1.6% | nt | -7% | nt
O=C1c2ccccc2C(=O)N1CCSc1nnc(-c2ccco2)n1Cc1ccccc1
→ -19% | -5.7% | -6% | 9% | -2% | -3.6% | -3% | -6% | 1.1
COc1ccccc1C(CNc1ccc(S(=O)(=O)N2CCCC2)cc1[N+](=O)[O-])N(C)C (stereo not given)
→ 3% | nt | nt | -2% | -4% | -3.2% | nt | -6% | nt
O=C1CC(N2CCN(c3ccccc3F)CC2)C(=O)N1c1ccc2c(c1)OCCO2 (stereo not given)
→ -4% | -4.9% | 2% | 8% | -5% | -2.0% | 1% | -4% | 1.1
CC(NC(=O)c1ccco1)c1nc(-c2ccccc2Cl)no1 (stereo not given)
→ -3% | nt | nt | -10% | -33% | -3.2% | nt | -4% | nt
C=CCSc1nc(N2CCOCC2)c2c(c1C#N)CC(C)(C)N(C)C2
→ -5% | nt | nt | 7% | 9% | -5.3% | nt | 1% | nt
O=C(Cc1ncc(C(F)(F)F)cc1Cl)NCc1ccco1
→ -27% | -4.9% | -6% | -6% | 11% | -5.8% | -9% | -7% | 1.1
Cc1ccc(NC(=O)NC(=O)N(C2CCCCC2)S(=O)(=O)c2ccccc2)cc1
→ -21% | 1.5% | 0% | 20% | -34% | 6.5% | 7% | -12% | 1
O=C(COc1ccc(Cl)cc1Cl)Nc1ccc(CN2CCCCC2)cc1
→ -12% | -4.7% | 10% | -95%[20 µM] | 5% | 1.2% | 12% | -10% | 1.1

Four compounds from above, reduced to KOR beta-arrestin-2.
mol	KOR beta-arrestin-2
O=C(COc1ccc2ccc(=O)oc2c1)NCC(O)c1ccccc1 (stereo not given)	-1.6%
O=C1c2ccccc2C(=O)N1CCSc1nnc(-c2ccco2)n1Cc1ccccc1	-3.6%
COc1ccccc1C(CNc1ccc(S(=O)(=O)N2CCCC2)cc1[N+](=O)[O-])N(C)C (stereo not given)	-3.2%
O=C1CC(N2CCN(c3ccccc3F)CC2)C(=O)N1c1ccc2c(c1)OCCO2 (stereo not given)	-2.0%

Going on with the list.
Results follow in this order: NOD1 NF-kB reporter | XIAP antagonists | human PMI inhibition | KOR beta-arrestin-1 | NOD2 inhibition | KOR beta-arrestin-2 | PMI inhibition | LYP phosphatase | TNAP activators
C/C(=N\NC(=O)c1ccc(N(C)C)cc1)c1ccc(C)cc1C
→ -34% | 0.5% | -5% | 9% | -13% | 1.8% | -5% | 9% | 1.2
Cc1noc(C)c1S(=O)(=O)N1CCCC(C(=O)N2CCc3ccccc3C2)C1 (stereo not given)
→ 11% | -7.1% | 10% | -27% | -65% | -0.4% | 12% | -8% | 1.2
COC(OC)c1ccc(C#N)c(SCc2ccccc2)n1
→ -8% | nt | nt | -36% | 16% | 5.5% | nt | -4% | nt
O=C(c1ccc(-c2nc3ccccc3s2)s1)N1CCOCC1
→ 83%* | -6.4% | 9% | -20% | 18% | -1.7% | 14% | 1% | 1.1
COc1cc(OC)c(-c2c3cc(O)c(=O)cc-3oc3cc(O)c(O)cc23)cc1OC
→ -5% | -7.2% | 74%* | 37% | 20% | -2.7% | nt | -1% | nt
Cc1c(NC(=O)NCc2ccccc2)c(=O)n(-c2ccccc2)n1C
→ 12% | -3.2% | 3% | -36% | -7% | -5.8% | 6% | -4% | 1.1
Cc1nc2ccc(C(=O)N3CCSCC3)cc2s1
→ nt | -3.1% | 11% | 14% | -9% | -2.9% | 6% | 1% | 1.1
Cc1cc(Cl)ccc1OCC(=O)N1CC(C)CC(C)C1 (stereo not given)
→ -6% | -4.4% | 14% | 11% | -25% | -2.4% | 13% | -3% | 1.1
COc1ccc(CCC(=O)NC(C)c2ccccc2)cc1OC (stereo not given)
→ 5% | nt | nt | -8% | 4% | -5.0% | nt | -7% | nt
CSc1ccccc1OCc1cc(C(=O)N2CCN(c3ccccc3)CC2C)no1 (stereo not given)
→ -34% | nt | nt | 3% | -39% | 8.0% | nt | 2% | nt
CCN(CC)C(=O)Cn1cc(C(=O)C(=O)NCc2cccs2)c2ccccc21
→ -11% | -5.0% | -6% | 2% | 2% | -4.8% | -7% | -6% | 1.1
O=[N+]([O-])c1cc(-c2nc(-c3ccncc3)no2)cc([N+](=O)[O-])c1
→ -18% | -5.7% | -10% | -3% | -27% | 1.0% | 1% | -5% | 1.1
CCOc1ccc(/C=N/NC(=O)c2nnn(-c3nonc3N)c2-c2cccs2)cc1
→ -11% | nt | nt | -71% | 2% | 6.3% | nt | -4% | nt
CN(C)c1ccc(Nc2nc(-c3cccnc3)cs2)cc1
→ -38% | -2.1% | 7% | -14% | -144% | -3.2% | 35% | -3% | 1.1
CCCCCC(=O)Nc1c(-c2ccc(OC)cc2)c(=O)c2ccccc2n1C
→ -9% | -6.0% | 6% | 15% | 9% | -2.9% | 0% | -3% | 1
COc1ccc(OCc2nc3ccc(S(=O)(=O)Nc4ccccc4Cl)cc3[nH]2)cc1
→ -15% | -3.1% | 20% | 21% | 17% | -2.5% | 30% | -2% | 1.2
Cc1nnc2c(NC(C)C)nc3ccccc3n12
→ -41% | -3.3% | 10% | 3% | 0% | 0.2% | 6% | -4% | 1.1
CCc1ccc(S(=O)(=O)Nc2nnc(N)s2)cc1
→ -10% | nt | nt | -12%[20 µM] | 10% | 0.2% | nt | -11% | nt
